Compound activity from PubChem.
HCV inhibitor = HCV inhibition. Huh7.5.1 HCVcc-Cre infection, luciferase reporter, 44 h. Potency, µM (series often up to 41.8 µM), without a hit: at the highest dose activity change, negative = inhibition, most hits filed as inhibitors. hit rate 3.4% among 340,000; also: potency is read from the fitted curve at half-maximal effect; % is scaled to controls: 0 for no effect and ±100 for the full control effect
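Whole-lifecycle infectious HCVcc-Cre system; cells 1,000/well, compound then virus (~0.5 moi) added 4 h after plating, 44 h culture. Luciferase read 15 sec following 15 min substrate incubation, room temp.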
Pf growth 96h = P. falciparum growth inhibition at 96 hours. hit rate 6.9% among 320,000. P. falciparum luciferase reporter growth, 96 h. Potency, µM (highest dose often 28.7 µM), for inactives: top-dose activity change, negative = inhibition, usual class: inhibitors. AID 504834; also: potency is read from the fitted curve at half-maximal effect; % is scaled to controls: 0 for no effect and ±100 for the full control effect
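Luminescence readout: decreased luciferase signal marks inhibited growth of reporter-expressing P. falciparum in infected red cells (2% hematocrit, 0.05% parasitemia final), exposed to compound two generations (96 h, 37 C, 5% CO2).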
FBPA Giardia inh = inhibitors of Giardia lamblia fructose-1,6-bisphosphate aldolase; purified Giardia FBPA; Potency, µM (series often up to 59.6 µM), inactives show top-dose activity, negative = inhibition, actives largely listed as inhibitors; hit rate 0.71% among 290,000; also: potency is read from the fitted curve at half-maximal effect; % is scaled to controls: 0 for no effect and ±100 for the full control effect; nearly all actives have a fitted effect of over 55% in size
Target sequence (A8B2U2 whole entry, looked up): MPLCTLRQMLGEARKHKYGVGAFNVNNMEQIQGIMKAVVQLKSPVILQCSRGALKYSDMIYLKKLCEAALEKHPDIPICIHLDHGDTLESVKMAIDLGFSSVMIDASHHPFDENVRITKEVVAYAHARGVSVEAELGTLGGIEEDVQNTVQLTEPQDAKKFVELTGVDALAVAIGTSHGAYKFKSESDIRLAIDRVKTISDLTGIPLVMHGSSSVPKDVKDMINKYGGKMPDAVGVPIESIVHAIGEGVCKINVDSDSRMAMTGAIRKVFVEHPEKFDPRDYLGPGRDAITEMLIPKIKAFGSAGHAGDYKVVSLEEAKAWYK
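Giardia FBPA (40 nM reagent) was preincubated 10 min at RT with compound (up to 57.5 uM final), then substrate plus GAPDH/TPI/NAD/arsenate coupling system with diaphorase/resazurin was added; resorufin fluorescence (525/598 nm) was read after 20 min.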
Pf growth 48h = P. falciparum growth inhibition at 48 hours (one generation); P. falciparum luciferase growth in erythrocytes, 48 h; Potency, µM (top dose mostly 28.7 µM), for the others: at the top dose activity change, negative = inhibition, hits mostly inhibitors; hit rate 5.9% among 310,000; AID 504832; also: potency is read from the fitted curve at half-maximal effect; % is scaled to controls: 0 for no effect and ±100 for the full control effect
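Cell-based growth assay: transgenic P. falciparum expressing firefly luciferase, cultured in red cells within RPMI 1640 containing 0.5% w/v Albumax, 24 mM bicarbonate and gentamycin. A drop in luciferase activity indicates inhibition.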
Cycloheximide cs = counter-screen hit for Shiga toxin inhibitors, cycloheximide; max response, %; hit rate 12% among 300,000; cell reporter, cycloheximide protein synthesis inhibition counterscreen; in the data active = max response mostly above about 13%, no sharp cut-off; inactive = mostly below about 14%; also: read at 38.3 µM for the half of the compounds with a filed dose; 0% is about no effect
Shiga toxin inh = blocks Shiga toxin action in Vero cells | Vero cells, Shiga toxin protein synthesis inhibition reporter | inhibition, % at 38.7 µM | hit rate 9.2% among 290,000 | AID 2315; in the data active = inhibition mostly above about 28%, no sharp cut-off; inactive = mostly below about 43%; also: 0% is about no effect
Starred values were filed as active, the others as inactive; ? = inconclusive; nt = no result given; & = joins results of further samples; ! = repeats disagree; [ ] = another dose, or the depositor's remark. Unless noted, calls follow the shape of the dose curve; as a rule, active = well fitted curve in the direction sought with a large enough effect; inconclusive = small, poorly fitted or top-dose-only effect, or another doubt; inactive = no such curve, though single readings can be large; an effect the other way counts as inactive or inconclusive.

Short forms – A = HCV inhibitor; B = Pf growth 96h; C = FBPA Giardia inh; D = Pf growth 48h; E = Cycloheximide cs; F = Shiga toxin inh
Cc1nc2ccccc2n1Cc1ccccc1Br
  A: ?; B: -3%; C: 4%; D: ?; E: -3; F: 0
Cc1nn(C)c(C)c1CN(C)C(=O)C1(C)CC1(Br)Br (stereo unspecified)
  A: 24%; B: -2%; C: 0%; D: -17%; E: -2; F: -8
CCOC(=O)c1c(CC(C)C)csc1NC(=O)COC(=O)c1cc(OC)c(OC)cc1[N+](=O)[O-]
  A: -7%; B: 308%[activator]; C: 6%; D: 7%; E: -1; F: -7
COc1cc(OC)c(C2C3=C(CCCC3=O)Nc3nc4ccccc4n32)cc1OC (stereo unspecified)
  A: 4%; B: -13%; C: -1%; D: ?; E: -4; F: 9
CN(Cc1ccccc1)S(=O)(=O)c1ccc(OCC(=O)NCc2ccncc2)cc1
  A: -6%; B: -3%; C: nt; D: 4.7µM*; E: 0; F: 2
CC(C)(c1ccccc1)c1ccc(OCCN2CCCC2)cc1
  A: ?; B: 109%[activator]; C: 22µM*; D: ?; E: 2; F: -10
CC1CCN(C(=O)CCc2nnc3ccc(NCCCN4CCCC4=O)nn23)CC1
  A: 10%; B: ?; C: 8%; D: -3%; E: 11; F: 7
CC(=O)/C(N)=N/Nc1cccc(Cl)c1
  A: -11%; B: -17%; C: -2%; D: 17%; E: -6; F: -7
COc1ccc(Cl)cc1NC(=S)N(Cc1ccc(C(=O)O)cc1)Cc1ccc(OC)c(OC)c1
  A: -24%; B: -19%; C: ?; D: ?; E: 9; F: 24
Cc1onc(-c2ccccc2)c1C(=O)N/N=C/c1ccc(Br)cc1
  A: 13%; B: -22%; C: nt; D: -8%; E: 3; F: -14
Fc1cccc2sc(Nc3nnc(-c4ccccc4)o3)nc12
  A: -29%; B: 112%[activator]; C: -4%; D: 26%; E: 27*; F: 46*
Cc1cccc(C(=O)N/C(=C\c2ccco2)C(=O)N2CCCC2)c1
  A: 10%; B: 23%; C: -10%; D: 10%; E: -3; F: -4
COCCOC(=O)c1c(C)oc2ccc(O)c(CN3CCC(C)CC3)c12
  A: -8%; B: nt; C: 13%; D: ?; E: -4; F: 34
COc1ccc(C2CC(=O)n3nc(C45CC6CC(CC(C6)C4)C5)nc3S2)cc1OC (stereo unspecified)
  A: 12%; B: ?; C: 2%; D: 1%; E: -4; F: -4
CC(C)(CNS(=O)(=O)c1ccc2ccccc2c1)N1CCOCC1
  A: 42%[activator]; B: ?; C: nt; D: -11%; E: nt; F: nt

Already shown: 2 of the compounds above.
Short forms – A = HCV inhibitor; B = Pf growth 96h; C = FBPA Giardia inh; D = Pf growth 48h; E = Cycloheximide cs; F = Shiga toxin inh
COc1cc(OC)c(C2C3=C(CCCC3=O)Nc3nc4ccccc4n32)cc1OC (stereo unspecified)
  A: 4%; B: -13%; C: -1%; D: ?; E: -4; F: 9
CN(Cc1ccccc1)S(=O)(=O)c1ccc(OCC(=O)NCc2ccncc2)cc1
  A: -6%; B: -3%; C: nt; D: 4.7µM*; E: 0; F: 2

Additional records:
Short forms – A = HCV inhibitor; B = Pf growth 96h; C = FBPA Giardia inh; D = Pf growth 48h; E = Cycloheximide cs; F = Shiga toxin inh
Cc1ccc2c(c1)N(CC(=O)N1CCCC1)C(=O)C(C)O2 (stereo unspecified)
  A: 12%; B: ?; C: -3%; D: ?; E: 6; F: 27
CCc1[nH]c(C)c(C(C)=O)c1C
  A: 13%; B: ?; C: 2%; D: 5%; E: -5; F: -15
CCc1cccc(Nc2c([N+](=O)[O-])cc(C(=O)N3CC(=O)Nc4ccccc43)cc2[N+](=O)[O-])c1
  A: 14µM*; B: ?; C: -14%; D: ?; E: -2; F: -13
COc1ccc(CN(C)C(=O)c2ccc(NS(=O)(=O)c3ccc(F)cc3)cc2)c(OC)c1
  A: -11%; B: -13%; C: nt; D: -18%; E: -1; F: -2
COc1ccc(-n2c(-c3ccccc3)nc(=S)c3c2CCCC3)cc1
  A: 18%; B: ?; C: 4%; D: -3%; E: -2; F: -14
C=CCn1c(=NC(=O)C2CC2)sc2cc(NC(C)=O)ccc21
  A: 4%; B: 1%; C: -2%; D: nt; E: 28*; F: 42
Cc1cccc(/C=N/n2c(COc3ccccc3)n[nH]c2=S)c1
  A: -4%; B: 29%; C: ?; D: 17%; E: 9; F: -5
CCc1ccc(C(C)NC(=O)Cn2cnc3c(=O)n(C)c(=O)n(C)c32)cc1 (stereo unspecified)
  A: -14%; B: -40%; C: 6%; D: ?; E: -3; F: 0
CC1CCN(S(=O)(=O)c2ccc3ccccc3c2)CC1
  A: 9%; B: nt; C: 4%; D: 9%; E: 7; F: 4
O=C(CC1SC(=O)N(c2ccccc2)C1=O)Nc1ccc(Cl)cc1 (stereo unspecified)
  A: 19%; B: 37%[activator]; C: -9%; D: 20%; E: 14*; F: 46
Cc1cccc(C)c1OCC(N)C(C)C (stereo unspecified)
  A: 12%; B: 35%[activator]; C: 1%; D: 8%; E: nt; F: nt
COc1cc(C2/C(=C(\O)c3ccc4c(c3)OCCO4)C(=O)C(=O)N2c2nnc(C)s2)cc(OC)c1OC (stereo unspecified)
  A: 8%; B: -7%; C: -12%; D: 29%; E: -4; F: -2
CCOC(=O)CNC(=O)CN1C(=O)CC(c2ccco2)Sc2ccccc21 (stereo unspecified)
  A: 4%; B: 33%[activator]; C: 10%; D: 21%; E: -1; F: 18
CCn1cc(C(=O)NCc2ccc(OC)cc2)c(=O)c2ccc(C)nc21
  A: 7%; B: -24%; C: -3%; D: 24%; E: -4; F: nt
c1csc(-c2nc(NCC3CCCO3)c3ccccc3n2)c1 (stereo unspecified)
  A: ?; B: ?; C: 5%; D: -10%; E: -2; F: -7

Given in CSV form: entries from further up
Structure,HCV inhibitor,Pf growth 96h,FBPA Giardia inh,Pf growth 48h,Cycloheximide cs,Shiga toxin inh
Cc1nc2ccccc2n1Cc1ccccc1Br,?,-3%,4%,?,-3,0
Cc1nn(C)c(C)c1CN(C)C(=O)C1(C)CC1(Br)Br (stereo unspecified),24%,-2%,0%,-17%,-2,-8
CCOC(=O)c1c(CC(C)C)csc1NC(=O)COC(=O)c1cc(OC)c(OC)cc1[N+](=O)[O-],-7%,308%[activator],6%,7%,-1,-7
COc1cc(OC)c(C2C3=C(CCCC3=O)Nc3nc4ccccc4n32)cc1OC (stereo unspecified),4%,-13%,-1%,?,-4,9
CN(Cc1ccccc1)S(=O)(=O)c1ccc(OCC(=O)NCc2ccncc2)cc1,-6%,-3%,nt,4.7µM*,0,2
CC(C)(c1ccccc1)c1ccc(OCCN2CCCC2)cc1,?,109%[activator],22µM*,?,2,-10
CC1CCN(C(=O)CCc2nnc3ccc(NCCCN4CCCC4=O)nn23)CC1,10%,?,8%,-3%,11,7
CC(=O)/C(N)=N/Nc1cccc(Cl)c1,-11%,-17%,-2%,17%,-6,-7
COc1ccc(Cl)cc1NC(=S)N(Cc1ccc(C(=O)O)cc1)Cc1ccc(OC)c(OC)c1,-24%,-19%,?,?,9,24
Cc1onc(-c2ccccc2)c1C(=O)N/N=C/c1ccc(Br)cc1,13%,-22%,nt,-8%,3,-14

Additional results
Short forms – A = HCV inhibitor; B = Pf growth 96h; C = FBPA Giardia inh; D = Pf growth 48h; E = Cycloheximide cs; F = Shiga toxin inh
CC(C)CCN1CCN=C1N(C)C
  A: 23%; B: 0%; C: nt; D: 37%[activator]; E: nt; F: nt
Cc1ccc(S(=O)(=O)N2C(=O)c3cccc4cccc2c34)cc1
  A: ?; B: 10%; C: ?; D: -15%; E: -3; F: -12
Cc1ccc(C(O)(C(=O)NNc2ccc3ccccc3n2)c2ccc(C)cc2)cc1
  A: ?; B: ?; C: 17%&17%; D: ?; E: 13*!; F: -3&16
CCOC(=O)C1CCCN(CCC(=O)Nc2cccc(C)c2)C1 (stereo unspecified)
  A: 3%; B: 20%; C: -1%; D: 144%[activator]; E: 49*; F: 82*
Oc1ccc(Cl)cc1CNCc1ccc(Cl)nc1
  A: -13%; B: ?; C: nt; D: ?; E: nt; F: nt
COC(=O)c1c(C(=O)OC)c(-c2ccccc2)n2c1CCC2
  A: ?; B: 32%[activator]; C: 8%; D: -11%; E: -2; F: -14
Cc1ccc(S(=O)(=O)N(CC(=O)NC2CC2)c2ccc(C)c(Cl)c2)cc1
  A: -25%; B: ?; C: nt; D: ?; E: 2; F: 2
